Bioassay records (PubChem BioAssay)
aSyn tox rescue: alpha-synuclein toxicity suppression in yeast. S. cerevisiae alpha-synuclein toxicity rescue, BacTiter-Glo growth, 24 h. Potency, µM (titrated, usually from 46.1 µM), inactives show top-dose growth rescue (activation), actives largely listed as activators. hit rate 0.02% among 94,000; active means well fitted activation curve with a large enough effect; inconclusive means small, poorly fitted or top-dose-only effect; further: 0% is about no effect
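Growth restoration measured by BacTiter-Glo luminescence after 24 hr at 30 deg C; alpha-synuclein yeast, raffinose-pregrown to mid-log, were added at OD600=0.02 in galactose medium onto pinned compounds.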
* = called active by the depositor; ? = inconclusive; [ ] = another dose, or the depositor's remark. Potency means the concentration at half of the fitted maximal effect. This is a subset (hit frequency here may not be typical).

SMILES	aSyn tox rescue
CCOc1ccc(/C=C/C(=O)c2ccccc2)cc1	-9%
COc1ccccc1CNC(=O)c1cn(C)c2ccc(S(=O)(=O)N3CCC(C)CC3)cc2c1=O	2%
CCOc1ccc(-n2ccn(CC(=O)NCCc3ccccc3)c(=O)c2=O)cc1	-8%
Cc1ccc(C(=O)Nc2ccc(S(=O)(=O)N3CCC(c4nc5ccccc5s4)CC3)cc2)cc1	5%
CCN1CCN(S(=O)(=O)c2ccc(Cl)c(C(=O)N(CC)Cc3ccccc3)c2)CC1	0%
COc1ccc(-c2cc3c(=O)n(CC(=O)NCc4ccc(Cl)cc4)ncn3n2)cc1	4%
Cc1cccc(N2CCN(c3c(CN4CCCC4)c(=O)oc4ccccc34)CC2)c1C	2%
Cc1ccc2occ(CC(=O)Nc3ccc(S(=O)(=O)N4CCCC(C)C4)cc3)c2c1 (stereo not given)	24%
COc1ccc(C)cc1/C=C/C(=O)N1CCN(S(=O)(=O)c2cccs2)CC1	9%
Cn1c(=O)c2c(nc(CN3CCN(c4ccccc4F)CC3)n2Cc2ccccc2F)n(C)c1=O	-1%
Cc1ccc(NC(=O)c2nn(C)c3c2CS(=O)(=O)c2ccccc2-3)c(Cl)c1	1%
CC1=C(C(=O)Nc2ccc(F)cc2F)C2(CCCCCC2)OC1=O	-11%

Structures listed so far containing two or more sulfur atoms (2):
SMILES	aSyn tox rescue
Cc1ccc(C(=O)Nc2ccc(S(=O)(=O)N3CCC(c4nc5ccccc5s4)CC3)cc2)cc1	5%
COc1ccc(C)cc1/C=C/C(=O)N1CCN(S(=O)(=O)c2cccs2)CC1	9%

Back to the main list, repeating the four entries before the break.
SMILES	aSyn tox rescue
COc1ccc(C)cc1/C=C/C(=O)N1CCN(S(=O)(=O)c2cccs2)CC1	9%
Cn1c(=O)c2c(nc(CN3CCN(c4ccccc4F)CC3)n2Cc2ccccc2F)n(C)c1=O	-1%
Cc1ccc(NC(=O)c2nn(C)c3c2CS(=O)(=O)c2ccccc2-3)c(Cl)c1	1%
CC1=C(C(=O)Nc2ccc(F)cc2F)C2(CCCCCC2)OC1=O	-11%
COc1ccc(Cc2c(O)nc(SCC(=O)NC34CC5CC(CC(C5)C3)C4)[nH]c2=O)cc1	6%
CN1CCN(CCC(=O)Nc2cccc(Br)c2)CC1	-1%
S=C(NCC1CCCO1)Nc1ccc(Nc2ccccc2)cc1 (stereo not given)	-9%
CCOC(=O)c1c(C)[nH]c(C)c1C(=O)COc1ncnc2ccccc12	1%
COc1ccc(Nc2cc(C)nc3c(C)c(C)ccc23)cc1	4%
Cc1ccc(S(N)(=O)=O)cc1NC(=O)/C=C/c1ccc2c(c1)OCO2	-12%
CC[n+]1c(C)n(C)c2cc(S(=O)(=O)N(C)C)ccc21	6%
COc1ccc(OC)c(CCNC(=O)c2nn(C)c3c2CSc2ccccc2-3)c1	8%
CN1C(=O)C(O)(CC(=O)/C=C\c2ccc3c(c2)OCO3)c2ccccc21 (stereo not given)	14%
CCC(C)NC(=O)c1cccc(NC(=O)c2nsc3ccccc23)c1 (stereo not given)	-16%
Cc1ccc(NC(=O)CN(C)CC(=O)Nc2ccc(N3CCOCC3)cc2)c(C)c1	9%
COc1ccc(OC)c(NC(=O)c2ccc(-c3nc(COc4ccccc4)c(C)o3)cc2)c1	-13%

Taken from above:
In aSyn tox rescue, CN1C(=O)C(O)(CC(=O)/C=C\c2ccc3c(c2)OCO3)c2ccccc21 (stereo not given) has the entry 14%
In aSyn tox rescue, Cc1ccc(NC(=O)CN(C)CC(=O)Nc2ccc(N3CCOCC3)cc2)c(C)c1 has the entry 9%

Further results.
SMILES	aSyn tox rescue
COc1ccc(NC(=O)CCCN2C(=O)COc3ccc(C)cc32)cc1OC	-11%
COc1ccc(C2(C)NC(=O)N(CC(=O)Nc3c(C)n(C)n(-c4ccccc4)c3=O)C2=O)cc1 (stereo not given)	5%
COc1ccc(Nc2oc(/C=C/c3cccc(OC)c3)nc2C#N)cc1	5%
CC(=O)c1ccc(NC(=O)c2nn(C)c3c2CS(=O)(=O)c2ccccc2-3)cc1	-2%
O=C(NCCc1ccccc1)c1ccc2c(c1)OCO2	-16%
CCc1ccc(Nc2nn3c(=O)c4cc5c(cc4nc3s2)OCO5)cc1	2%
COc1cc(NC(=O)CC(c2cccs2)N2Cc3ccccc3C2=O)cc(OC)c1OC (stereo not given)	-3%
O=c1cnnc(Nc2ccc(Nc3ccccc3)cc2)[nH]1	-5%
O=C(NCc1cccc(Br)c1)c1cccn1-c1nnc(N2CCCCC2)s1	-28%
COc1ccc(CNS(=O)(=O)CCNC(=O)c2ccc(OC)cc2)cc1	2%
CCCCN(C(=S)Nc1cccc(SC)c1)C1CCN(C(C)=O)CC1	0%
CCOC(=O)N1CCN(C(=O)/C=C/c2cccc([N+](=O)[O-])c2)CC1	-2%
O=C1CC(NS(=O)(=O)c2cccnc2)CN1c1ccccc1 (stereo not given)	-6%
C[C@@H]1CCCCO[C@H](CN(C)Cc2ccccc2)[C@@H](C)CN([C@H](C)CO)C(=O)c2cc(NC(=O)c3ccccc3)ccc2O1	1%
C=CCNC(=S)Nc1ccc(OC(F)F)c(Cl)c1	-5%
Cc1ccc(NC(=O)Cn2c(=O)n(Cc3nc(C)no3)c(=O)c3cc4c(cc32)OCO4)cc1	5%
CC(=O)N1CCc2c(sc3c2c(=O)n(-c2cccc(Cl)c2)c(=O)n3Cc2ccc(F)cc2Cl)C1	20%
Cc1ccc(C(=O)Nc2ccccc2C(=O)OCc2cc(=O)n3nc(C4CC4)sc3n2)cc1	-6%
Cc1ccc(C)c(N2CCN(c3ncnc4c3nc3n4CCCC3)CC2)c1	-5%
N#Cc1ccc(CSc2nnc(-c3ccc(Br)cc3)o2)cc1	3%
CC(C)(C)NC(=O)COC(=O)CCC(=O)c1ccc(Cl)cc1	-6%
CCOC(=O)CSc1nc2cc3c(cc2c(=O)n1CCCC(=O)NCCc1ccc(OC)c(OC)c1)OCO3	3%
Cc1ccc(C(=O)NNC(=O)CSc2nnc(C3CC3)n2C)cc1	1%
COc1ccc(C)cc1S(=O)(=O)N1c2ccc(C)cc2C2CN(C)CCC21 (stereo not given)	-11%

Six neighbouring records from above, quoted:
SMILES	aSyn tox rescue
Cc1ccc(C)c(N2CCN(c3ncnc4c3nc3n4CCCC3)CC2)c1	-5%
N#Cc1ccc(CSc2nnc(-c3ccc(Br)cc3)o2)cc1	3%
CC(C)(C)NC(=O)COC(=O)CCC(=O)c1ccc(Cl)cc1	-6%
CCOC(=O)CSc1nc2cc3c(cc2c(=O)n1CCCC(=O)NCCc1ccc(OC)c(OC)c1)OCO3	3%
Cc1ccc(C(=O)NNC(=O)CSc2nnc(C3CC3)n2C)cc1	1%
COc1ccc(C)cc1S(=O)(=O)N1c2ccc(C)cc2C2CN(C)CCC21 (stereo not given)	-11%

Additional records
SMILES	aSyn tox rescue
O=C(N=C1SC2CS(=O)(=O)CC2N1Cc1ccccc1)c1ccccc1 (stereo not given)	0%
COc1ccccc1CNC(=O)CSc1nc(=O)[nH]c2c1CCCC2	2%
O=C(Cn1c(=O)c2c3c(sc2n(Cc2ccccc2)c1=O)CCCC3)NCCO	-6%
CCCc1cc(NCCCN(C)C)n2c(nc3ccccc32)c1C#N	5%
COc1cccc(-n2nc(-c3ccnn3-c3cccc(Cl)c3)c(=O)n(C)c2=O)c1	4%
Cc1cccc(C(=O)Nc2nnc(S(=O)(=O)N3CCC(C)CC3)s2)c1	2%
Cc1cccc(-c2nc(-c3ccc4c(c3)[nH]c(=O)n4C)no2)c1	1%
CSCCC(NS(=O)(=O)c1cccs1)C(=O)NCc1ccc(C)cc1 (stereo not given)	-7%
CC(C)Oc1ccc(C(=O)N2CC(=O)Nc3ccc(F)cc3C2c2ccc(F)cc2)cc1 (stereo not given)	11%
CCC(=O)NCC(c1ccc2c(c1)OCO2)N1CCN(c2ccccc2)CC1 (stereo not given)	-4%
CC(=O)Nc1ccc(NC=C(C#N)C#N)cc1	-5%
Cc1sc(-c2c(C#N)c(N)nc3c2CCCCCC3)cc1[N+](=O)[O-]	5%
COc1ccccc1S(=O)(=O)N(C)C[C@@H]1OCc2cnnn2CCCC(=O)N([C@@H](C)CO)C[C@H]1C	13%
Cc1ccc2c(c1)C(=O)C(=O)N2Cc1ccc(OCCC(C)C)cc1	-13%
O=C(Nc1ccc(F)cc1F)C(Cc1ccccc1)N1Cc2ccccc2C1=O (stereo not given)	8%
Cc1ccc(N(C(=O)c2sc(C)nc2C)C(C(=O)NC(C)(C)C)c2ccncc2)cc1 (stereo not given)	-3%
Cc1cc(=O)c2cc(C(=O)Nc3ccc(C)c(C)c3)ccc2[nH]1	-6%
COc1cc(C2c3c(-c4cc(C)ccc4O)n[nH]c3C(=O)N2CCCO)ccc1OCCC(C)C (stereo not given)	5%
Cc1c(C(=O)NCC2CCCO2)sc2nc(-c3ccc(F)cc3)cn12 (stereo not given)	-9%
CCCN(C(=O)CSCc1ccccc1C)c1c(N)n(Cc2ccccc2)c(=O)[nH]c1=O	1%
Cc1ccccc1CNC(=O)C(=O)NCC(c1cccs1)S(=O)(=O)c1ccc(Cl)cc1 (stereo not given)	?
Cc1ccc(N2CCN(S(=O)(=O)N3CCCCC3)CC2)cc1C	5%
Cc1cccc(CSCCNC(=O)CN2C(=O)c3ccccc3S2(=O)=O)c1	12%
CCN(CC)c1ccc(NC(=O)CCc2nnc3ccc(N4CCCC4)nn23)c(C)c1	0%
CCOC(=O)C1CCCN(C(=O)Cn2ncc3c([nH]c4ccc(C)cc43)c2=O)C1 (stereo not given)	11%
CCN1CCc2c(sc(-n3cccc3)c2C(C)NC(=O)Nc2ccccc2C)C1 (stereo not given)	-7%
COc1cc(C=O)ccc1Oc1nc(Nc2ccc(F)cc2F)nc(N2CCOCC2)n1	-5%
Cc1ccc(Cn2c(SCC(=O)C(C)(C)C)nc3ccsc3c2=O)cc1	1%
CCC(c1nnnn1Cc1cccs1)N1CCN(C(=O)c2ccco2)CC1 (stereo not given)	1%
CCn1cc(C(=O)NCc2ccccc2Cl)c(=O)c2cc(S(=O)(=O)N3CCc4ccccc4C3)ccc21	5%
O=C(Nc1ccccc1F)Nc1cccnc1Cl	-9%
COCCn1c2nc(=O)n(-c3ccccc3)c(=O)c-2nc2ccccc21	1%
CCOC(=O)Cc1nc2cc(Cl)ccc2o1	2%
COc1ccc(OC)c(/C=C(/C#N)c2nc(-c3ccc(-c4ccccc4)cc3)cs2)c1	1%
Cc1csc(Sc2ccc(C(=O)OCC(=O)Nc3ccc(F)cc3[N+](=O)[O-])cc2[N+](=O)[O-])n1	5%
COc1ccccc1-n1cnnc1SCC(=O)Nc1ccccc1	-5%
Cn1cc(S(=O)(=O)c2cccc(Cl)c2)c(=O)c2cc(F)c(N3CCCCCC3)cc21	10%
CCc1cccc(NC(=O)CCc2c(C)nc3c(-c4ccccc4)c(C)nn3c2C)c1	-7%
Cc1oc2ncnc(N3CCOCC3)c2c1C(=O)N(Cc1ccccc1)C(C)C	3%
COC(=O)c1sc(NC(=O)c2cc3nc(-c4ccc(Br)cc4)cc(C(F)(F)F)n3n2)c(C(=O)OC)c1C	3%
Cc1cc(C)cc(NC(=O)CSCc2cc(=O)c3cc(Cl)ccc3[nH]2)c1	3%
CCOc1ccc(CNS(=O)(=O)c2cc(-c3cc(C)no3)ccc2C)cc1OC	-6%
CCN(Cc1ccccc1)C(=O)c1cnn(-c2ccc(F)cc2)c1-n1cccc1	7%
CCOC(=O)c1cccc(NS(=O)(=O)c2cc3[nH]c(=O)c(=O)[nH]c3cc2C)c1	2%
Cc1ccc(N(Cc2cccs2)C(=O)c2ccco2)cc1	12%
Cc1ccc(C)c(NC(=O)CSc2nnc(CNC(=O)c3ccccc3)n2-c2ccccc2)c1	8%
Cc1cn(S(=O)(=O)c2ccc(F)c(Cl)c2)cn1	2%
NC(=O)c1ccc(SCC(=O)OCC(=O)N2CCCC2=O)c([N+](=O)[O-])c1	1%
Cc1cc2n(n1)CCCN2C(=O)Nc1ccc(Cl)cc1	-11%
Cc1ccccc1OCC(=O)Nc1ccc2nc(SCC(N)=O)sc2c1	-5%
CCOC(=O)C1CCN(C(=O)CSc2ccccc2Cl)CC1	-12%
CCC1CCCCN1CCCNC(=O)c1c(O)nc2ccccn2c1=O (stereo not given)	4%
Cc1cccc(NC(=O)c2cnc3ccccn3c2=O)c1	-3%
CC(C)n1c(=O)c2oc3ccccc3c2n(Cc2ccccc2F)c1=O	7%
O=C(COc1ccccc1-c1ccccc1)N/N=C/c1ccncc1	-31%[inhibitor]
CCCS(=O)(=O)c1ccc(COC(=O)c2ccc(NC(C)=O)cc2)cc1	6%
C[C@H](CO)N1C[C@H](C)[C@@H](CN(C)C(=O)c2ccccc2)OCc2cn(nn2)CCCC1=O	-7%
CC(=O)N1CCCc2cc(S(=O)(=O)N3CCC(C(=O)N(C)C4CCCCC4)CC3)ccc21	-7%
COc1ccc(C)cc1NS(=O)(=O)c1ccc2oc(=O)c3ncn(C)c3c2c1	-13%
Clc1ccc2c(c1)-c1[nH]ncc1CS2	-10%
Next part
SMILES	aSyn tox rescue
COc1ccc(-c2c(C#N)c(SCC(=O)Nc3ccc(C)c(C)c3)nc(C)c2C(=O)Nc2ccc(Cl)cc2)cc1	7%
CCc1ccc(C(=O)c2cn(CC(=O)NCCc3ccc(OC)c(OC)c3)c3nc(C)ccc3c2=O)cc1	3%
O=C(NCCSc1c[nH]c2ccccc12)c1ccc(Br)o1	7%
Cc1cc(C)nc(NS(=O)(=O)c2ccc(N=Cc3c(C)[nH]n(-c4ccccc4)c3=O)cc2)n1	1%
Cc1ccccc1Nc1c(-c2ccc(N3CCOCC3)cc2)nc2ncccn12	-8%
CC(=O)Nc1ccc(NC(=O)C(C)OC(=O)c2ccc3[nH]c(C)c(C)c3c2)cc1 (stereo not given)	4%
CCOC(=O)/C=C1\SCC(=O)N1CC(=O)NCc1cccc(Cl)c1	-8%
CN(Cc1ccccc1)c1ccc(-c2nc(-c3cccnc3)no2)cc1[N+](=O)[O-]	-2%
O=C(Nc1ccccc1F)c1cnccn1	-3%
O=C(c1ccc(Cl)s1)N(Cc1nnc(-c2ccccc2Cl)o1)C1CC1	4%
